TLR9-MyD88 inh = blocks human TLR9 binding to MyD88; Q9NR96+Q99836; CHO BLA complementation TLR9-MyD88, CCF4 FRET ratio; inhibition, % at 4.98 µM; 0.21% of 340,000 active; AID 504734;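 active = inhibition above the mean over all tested compounds plus 3 SD, cut at about 21% in these data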;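 note: 0% = DMSO only wells and 100% = clavulanate BLA inhibitor control wells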
Target sequence (Q99836 whole entry, looked up): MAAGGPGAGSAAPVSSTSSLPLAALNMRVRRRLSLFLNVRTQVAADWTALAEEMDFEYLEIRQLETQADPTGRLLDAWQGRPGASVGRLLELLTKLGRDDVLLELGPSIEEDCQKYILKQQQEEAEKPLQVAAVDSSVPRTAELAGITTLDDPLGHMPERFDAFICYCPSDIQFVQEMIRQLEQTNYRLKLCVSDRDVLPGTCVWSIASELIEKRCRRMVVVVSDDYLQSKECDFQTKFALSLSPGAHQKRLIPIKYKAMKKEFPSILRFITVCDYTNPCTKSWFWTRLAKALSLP
Target sequence (Q9NR96 whole entry, looked up): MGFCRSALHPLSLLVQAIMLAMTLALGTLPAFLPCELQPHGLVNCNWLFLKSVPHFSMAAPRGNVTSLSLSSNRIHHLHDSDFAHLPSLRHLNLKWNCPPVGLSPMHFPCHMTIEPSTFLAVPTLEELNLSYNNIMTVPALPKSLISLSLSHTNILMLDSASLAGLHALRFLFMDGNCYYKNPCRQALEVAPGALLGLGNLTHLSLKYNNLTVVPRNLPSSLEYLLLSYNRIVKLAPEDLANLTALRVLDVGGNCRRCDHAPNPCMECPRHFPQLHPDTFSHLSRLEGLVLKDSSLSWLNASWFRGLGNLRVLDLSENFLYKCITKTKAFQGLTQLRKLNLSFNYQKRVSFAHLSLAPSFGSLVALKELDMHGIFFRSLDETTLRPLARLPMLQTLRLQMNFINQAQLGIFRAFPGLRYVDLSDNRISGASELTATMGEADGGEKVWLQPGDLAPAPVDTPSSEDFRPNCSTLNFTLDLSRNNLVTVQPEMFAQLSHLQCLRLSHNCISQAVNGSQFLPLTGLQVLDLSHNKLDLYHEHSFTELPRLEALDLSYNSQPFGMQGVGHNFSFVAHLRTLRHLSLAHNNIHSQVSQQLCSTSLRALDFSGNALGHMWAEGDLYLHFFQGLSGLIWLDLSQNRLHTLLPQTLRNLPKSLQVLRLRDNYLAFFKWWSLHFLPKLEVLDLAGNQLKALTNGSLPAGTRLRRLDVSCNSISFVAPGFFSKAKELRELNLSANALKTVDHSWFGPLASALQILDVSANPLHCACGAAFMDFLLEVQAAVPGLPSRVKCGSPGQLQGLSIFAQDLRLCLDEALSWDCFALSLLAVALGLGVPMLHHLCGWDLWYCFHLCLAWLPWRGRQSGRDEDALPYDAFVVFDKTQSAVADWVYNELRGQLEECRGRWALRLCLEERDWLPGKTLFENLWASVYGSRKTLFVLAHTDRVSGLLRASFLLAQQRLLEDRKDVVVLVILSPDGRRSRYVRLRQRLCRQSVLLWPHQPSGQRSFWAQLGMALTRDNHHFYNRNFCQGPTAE
EBV LMP1 NFkB = Epstein-Barr LMP1 NF-kappaB reporter inhibition. LMP1-induced NF-kappaB luciferase reporter cells, luminescence. inhibition, % at 12.5 µM. 0.69% of 350,000 active; in the data active = inhibition above about 41%;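 note: 0% = neutral control wells and 100% = reference inhibitor control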
LRH-1 inv ag = NR5A2 inverse agonism in reporter assay | O00482 | HEK293T StAR-luciferase reporter, LRH-1 transfected, 24 h | inhibition, % at 3.6 µM | 0.13% of 360,000 active | AID 602396;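 active = inhibition above the mean inhibition of all tested compounds plus 3 SD, cut at about 73% in these data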;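 note: 0% = DMSO wells and 100% = reporter-only cells lacking LRH-1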
NCOA2 inhibitor = inhibits human steroid receptor coactivator 2 | Q15596 | HEK293 GAL4-SRC2 luciferase reporter, luminescence | inhibition, % at 9 µM | 0.17% of 370,000 active | AID 651957;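 active = inhibition above the mean inhibition of all tested compounds plus 3 SD, set per campaign, cut at about 52% in these data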;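 note: 0% = DMSO treated cells and 100% = cells given Gossypol at 36 µM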
COUP-TFII inh = inhibitors of human COUP-TFII (NR2F2) | 0.7% of 370,000 active | inhibition, % at 8.6 µM | HEK293T NGFI-A luciferase reporter, luminescence | P24468;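 active = inhibition above a per-plate cutoff, mean inhibition of test wells between control levels plus 3 SD, cut at about 38% in these data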;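 note: cells cotransfected with COUP-TFII expression vector driving the NGFI-A reporter; 0% = median of COUP-TF2 test wells and 100% = reporter-only cells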
MC4R antagonist = human MC4R antagonism in cAMP assay; 0.48% of 360,000 active; AID 540295; MC4R-expressing cells, MTII-stimulated cAMP, LANCE TR-FRET; inhibition, % at 6.5 µM; P32245;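 active = inhibition above its plate's cutoff, the mean of tested wells on that plate plus 3 SD, cut at about 29% in these data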;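 note: 0% = Melanotan II alone and 100% = Melanotan II plus saturating MCL0020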
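Material – human MC4R-expressing U2OS cells · Repeats – no replicates · Detection – TR-FRET with Eu-cAMP and labeled anti-cAMP, 671 nm · Times – compound 30 min, challenge 1 h, detection 1 h · Compound – single nominal compound dose of 6.5 µM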
NCOA3 inh = inhibitors of human steroid receptor coactivator 3 (SRC3); Q9Y6Q9; HEK293 GAL4-SRC3 luciferase reporter, luminescence; inhibition, % at 3.6 µM; 0.17% of 360,000 active; AID 588352;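 active = inhibition above a per-campaign cutoff, the mean of all compounds plus 3 SD, cut at about 60% in these data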;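 note: 0% = DMSO-treated cells and 100% = gossypol-treated cells at 36 µM; higher means less SRC3-driven luciferase light from the GAL4 reporter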
NCOA1 inh = inhibits human SRC1 coactivator; Q15788; HEK293 GAL4-SRC1 luciferase reporter, luminescence; inhibition, % at 3.6 µM; 0.12% of 360,000 active; AID 588354;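 active = inhibition above the campaign mean plus 3 SD, with each screening campaign given its own cutoff, cut at about 60% in these data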;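 note: 0% = DMSO treated cells and 100% = gossypol at 36 µM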
NOD2 RIPK2 PPI = blocks binding of human NOD2 to RIPK2; AID 624267; inhibition, % at 4.98 µM; 0.38% of 360,000 active; CHO BLA complementation NOD2-RIPK2, CCF4 ratio; in the data active = inhibition above about 21%;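 note: 0% = vehicle only and 100% = reference blocker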
MC4R ag barr = agonists of human melanocortin 4 receptor (MC4R) beta-arrestin; P32245; U2OS MC4R beta-arrestin complementation, luminescence; percent of melanotan II response, DMSO zero; activation, % at 8.9 µM; 0.98% of 360,000 active;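 active = activation above a per-plate cutoff, the mean activation of sample wells on that plate plus 3 SD, cut at about 8% in these data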
ABHD5 PLIN5 PPI = ABHD5-PLIN5 protein interaction inhibition; 0.78% of 360,000 active; Q00G26+Q8WTS1; AID 602281; Split G. princeps luciferase complementation, luminescence, 4 h; inhibition, % at 4 µM;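 active = inhibition above the mean inhibition across every tested compound plus 3 SD, cut at about 22% in these data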;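 note: 0% = DMSO only wells and the 100% control is not disclosed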
* = called active by the depositor; nt = not tested or not shown. The list is partial. The share of hits here may be higher or lower than overall.

TLR9-MyD88 inh | EBV LMP1 NFkB | LRH-1 inv ag | NCOA2 inhibitor | COUP-TFII inh | MC4R antagonist | NCOA3 inh | NCOA1 inh | NOD2 RIPK2 PPI | MC4R ag barr | ABHD5 PLIN5 PPI | Structure
-1 | -37 | -9 | -19 | 1 | 13 | 13 | -29 | 4 | 2.4 | -4 | CCC(C)(C)NC(=O)C(c1ccc(C)cc1)N(Cc1cccnc1)C(=O)c1csnn1 (stereo not given)
-6 | 0 | 10 | 13 | 0 | 5 | -1 | 1 | 2 | -1.7 | 4 | COc1ccc(Cl)cc1NC(=O)COC(=O)C1CC(=O)N(Cc2ccccc2)C1 (stereo not given)
-2 | 2 | -12 | -9 | 2 | 0 | 7 | -13 | -1 | -0.1 | 0 | Cc1cc(Cl)c2oc(C(=O)N(C)Cc3cc(C)[nH]n3)c(C)c2c1
-8 | -5 | 8 | 2 | 7 | -3 | 1 | -2 | 1 | -1.7 | -2 | O=c1nc(N2CCOCC2)ccn1-c1nc(-c2ccccc2)sc1-c1ccccc1
-1 | 4 | 3 | 1 | -7 | 6 | 12 | 0 | 5 | -1.6 | 2 | COc1ccccc1CNC(=O)C/C(C)=N/NC(=O)Cc1ccc(Cl)cc1
6 | -3 | 6 | 0 | 6 | 12 | -16 | -6 | -9 | -0.7 | 6 | O=C(NC1CCCCC1)c1ccc(Br)o1
3 | -18 | 14 | -24 | 19 | 1 | 1 | -6 | 4 | -1.6 | -7 | COc1ccc(NC(=O)Nc2ccc3c(c2)C(=O)N([C@H](C)CO)C[C@H](C)[C@@H](CN(C)C(=O)Nc2ccccc2)O3)cc1
4 | 6 | -2 | -6 | 0 | 3 | -11 | 5 | -1 | -1.7 | 6 | Cc1cccc(C)c1NC(=O)C1(N(Cc2ccco2)C(=O)c2ccccn2)CCCC1
5 | -2 | -1 | 25 | -5 | -6 | 20 | 2 | 3 | -1.6 | 8 | O=c1c2[nH]c3ccc(F)cc3c2ncn1Cc1ccncc1
6 | 5 | 15 | -30 | -3 | 2 | 20 | 5 | 8 | -1.7 | 9 | COc1ccc(F)c(CN2CCC(n3nccc3NC(=O)C3CCOC3)CC2)c1 (stereo not given)
-6 | 5 | -10 | -2 | 8 | 4 | 0 | -8 | 5 | -2.1 | 3 | O=C1NCCOC(=O)[C@H](Cc2ccc(F)cc2)CC/C=C/C[C@@H]1CC(=O)N(CCO)Cc1ccccc1
-1 | 2 | -2 | 8 | -11 | 1 | -13 | -2 | 3 | 0.4 | 1 | C[C@@H]1CCCCO[C@@H](CN(C)S(C)(=O)=O)[C@@H](C)CN([C@H](C)CO)C(=O)c2cc(N(C)C)ccc2O1
1 | -3 | -5 | 15 | 11 | 8 | 14 | 0 | -10 | -1.4 | 1 | COc1ccc(OC)c(NC(=O)Cc2coc3ccc4ccccc4c23)c1
-6 | 0 | -12 | -9 | -4 | 13 | -6 | 12 | -13 | 0.1 | 3 | Cc1nn(Cc2ccc(Cl)cc2Cl)c(C)c1NC(=O)c1nn(C)cc1Cl
nt | nt | 9 | -56 | 8 | nt | nt | nt | -7 | nt | 0 | COc1cccc(C(=O)N2CCC[C@@H]2C(=O)N2CCC[C@@H]2C(=O)NCc2ccccc2Cl)c1
-2 | -7 | 14 | -3 | 7 | -7 | 8 | 9 | 3 | -1.3 | -4 | CCN(CC(=O)Nc1ccccc1C(F)(F)F)CC(=O)c1[nH]c(C)c(C(C)=O)c1C
6 | -35 | -135 | -60 | -42 | -3 | -63 | -112 | -6 | -1.2 | -9 | Cc1cc(/C=C2/SC(=O)N(CC(=O)OC(C)C)C2=O)c(C)n1C
-2 | 2 | -11 | 11 | -15 | 5 | -2 | 11 | 5 | -4.4 | -12 | Cn1cc(S(=O)(=O)N2CCNCC2)cc1C(N)=O
-1 | 1 | 46 | -10 | -11 | 8 | 1 | -2 | -9 | 1.1 | 4 | CC(=O)Nc1ccc(NC(=O)CSc2ccc(-c3ccc(-n4ccnc4)cc3)nn2)cc1
-12 | 0 | 7 | -3 | -8 | 13 | -4 | -10 | -6 | 1.6 | -5 | CN(C)C(CNC(=O)c1c(F)cccc1Cl)c1ccco1 (stereo not given)
-13 | 1 | -8 | -31 | 2 | 13 | -13 | -9 | -9 | -1.2 | -2 | O=C(/C=C/c1cc([N+](=O)[O-])ccc1OC(F)F)Nc1ccc(OC(F)F)cc1
1 | 4 | 1 | 4 | 1 | -25 | 8 | -2 | -12 | -3.1 | 3 | Cc1cc(C)c2[nH]c(O)c(N=NC3=NC(=O)CS3)c2c1
3 | -5 | 8 | 16 | 7 | -6 | -1 | -5 | -18 | -0.2 | 5 | COc1ccc(C(=O)NC2CCN(CC(=O)Nc3cccc(OC)c3)CC2)cc1
-4 | -3 | -9 | 0 | 15 | 0 | -3 | -11 | 0 | -0.7 | -1 | COc1ccccc1C(=O)NCCNC(=O)c1ccco1
1 | -1 | -33 | -34 | 6 | 11 | 4 | -13 | 1 | -0.7 | 3 | O=C(CSc1nnc(C2CC2)n1CC1CCCO1)Nc1ccc(Cl)cc1 (stereo not given)

Reformatted with two lines to a compound: part of the list above.
Each structure is followed by: TLR9-MyD88 inh	EBV LMP1 NFkB	LRH-1 inv ag	NCOA2 inhibitor	COUP-TFII inh	MC4R antagonist	NCOA3 inh	NCOA1 inh	NOD2 RIPK2 PPI	MC4R ag barr	ABHD5 PLIN5 PPI
Cc1cc(/C=C2/SC(=O)N(CC(=O)OC(C)C)C2=O)c(C)n1C
  6	-35	-135	-60	-42	-3	-63	-112	-6	-1.2	-9
Cn1cc(S(=O)(=O)N2CCNCC2)cc1C(N)=O
  -2	2	-11	11	-15	5	-2	11	5	-4.4	-12
CC(=O)Nc1ccc(NC(=O)CSc2ccc(-c3ccc(-n4ccnc4)cc3)nn2)cc1
  -1	1	46	-10	-11	8	1	-2	-9	1.1	4
CN(C)C(CNC(=O)c1c(F)cccc1Cl)c1ccco1 (stereo not given)
  -12	0	7	-3	-8	13	-4	-10	-6	1.6	-5
O=C(/C=C/c1cc([N+](=O)[O-])ccc1OC(F)F)Nc1ccc(OC(F)F)cc1
  -13	1	-8	-31	2	13	-13	-9	-9	-1.2	-2
Cc1cc(C)c2[nH]c(O)c(N=NC3=NC(=O)CS3)c2c1
  1	4	1	4	1	-25	8	-2	-12	-3.1	3
COc1ccc(C(=O)NC2CCN(CC(=O)Nc3cccc(OC)c3)CC2)cc1
  3	-5	8	16	7	-6	-1	-5	-18	-0.2	5
COc1ccccc1C(=O)NCCNC(=O)c1ccco1
  -4	-3	-9	0	15	0	-3	-11	0	-0.7	-1
O=C(CSc1nnc(C2CC2)n1CC1CCCO1)Nc1ccc(Cl)cc1 (stereo not given)
  1	-1	-33	-34	6	11	4	-13	1	-0.7	3

Next section
TLR9-MyD88 inh | EBV LMP1 NFkB | LRH-1 inv ag | NCOA2 inhibitor | COUP-TFII inh | MC4R antagonist | NCOA3 inh | NCOA1 inh | NOD2 RIPK2 PPI | MC4R ag barr | ABHD5 PLIN5 PPI | Structure
5 | -9 | -34 | -54 | -18 | 13 | -38 | -24 | 9 | -0.6 | -12 | Oc1cccc(/C=N/Nc2ccc(Cl)nn2)c1
-4 | 8 | -8 | 9 | 7 | 5 | -4 | -1 | 0 | -2.4 | -10 | Cc1cc2ccccc2c(=O)n1CC(=O)Nc1ccc2c(c1)OCO2
1 | -7 | -12 | 0 | -4 | 7 | -21 | -15 | -6 | 0.5 | -2 | C/C(=C/c1ccccc1)C(=O)N1CCC(C)CC1
7 | 4 | 2 | -11 | -1 | -3 | 17 | -4 | 5 | -0.7 | 2 | Cn1c(=O)[nH]c(Nc2ccc(F)cc2)c([N+](=O)[O-])c1=O
-4 | 1 | 0 | -3 | -14 | -4 | -27 | 13 | 1 | -1.3 | 0 | COc1ccc(N2CC(C(=O)NC3=NCCS3)CC2=O)cc1 (stereo not given)
-7 | 4 | 38 | 3 | -85 | -39 | -12 | -18 | -4 | -1.4 | -5 | COc1cc(-c2noc(C)c2C#Cc2ccc(N)cc2)cc(OC)c1OC
-8 | -18 | -49 | -58 | -19 | 13 | -35 | -43 | -7 | -0.3 | -12 | Cc1cc2c(cc1C)NC(CC(=O)NCc1ccccc1)C(=O)N2 (stereo not given)
5 | 1 | -13 | -17 | 14 | 7 | 3 | -8 | -2 | -2.9 | -5 | CCOC(=O)CSc1nnc(CNC(=O)c2ccc(OC)cc2OC)n1-c1ccc(OC)cc1
-12 | 3 | 1 | -16 | 0 | 6 | -11 | -3 | -5 | -1.8 | 7 | O=C(N[C@@H](Cc1ccccc1)C(=O)NC1CCCCC1)c1ccco1
-3 | 6 | -11 | 1 | -8 | -8 | -4 | -2 | -6 | -0.1 | -7 | O=C(CCC1COc2ccccc2O1)Nc1ccccn1 (stereo not given)
3 | -1 | 16 | 9 | 15 | 13 | 16 | -8 | -1 | 2.2 | -1 | COc1ccc(Cn2nnnc2C(C(C)C)N2CCc3ccccc32)cc1 (stereo not given)
9 | 9 | 13 | -8 | -1 | 4 | 4 | -8 | -1 | -4.0 | 0 | CSCCC(NC(=O)c1ccco1)C(=O)N1CCCCCCC1 (stereo not given)
2 | 72* | 20 | 93* | 92* | 25 | 42 | 26 | -10 | -0.6 | 16 | CC(/C=C1\SC(=O)N(CCCC(=O)O)C1=O)=C\c1ccccc1
-1 | -2 | 5 | -13 | 6 | 1 | 1 | 7 | 4 | 2.0 | -1 | O=C(CN1CCN(c2ccc(Cl)cc2)CC1)Nc1cccc(F)c1
2 | 2 | 12 | 3 | -14 | 8 | 24 | 6 | -1 | 1.4 | 6 | CC(C)(CO)NC(=O)Nc1ccc(Cl)c(Cl)c1
24* | -4 | -11 | 3 | -12 | 13 | 0 | -12 | 56* | 1.1 | 3 | COc1cc2c3nnc(-c4ccc(F)cc4)c-3cn(Cc3ccc(F)cc3)c2cc1OC
3 | 0 | -11 | -10 | 16 | 6 | -2 | -11 | 8 | 3.2 | -2 | COc1cc(C(=O)OCC(=O)NC(=O)c2cccn2C)ccc1OC(F)F
3 | 6 | 19 | -11 | 8 | 5 | 10 | -21 | -16 | -0.6 | -3 | O=C(CSc1nc(-c2ccco2)cc(C(F)(F)F)n1)N1CCc2ccccc2C1
-14 | -8 | -5 | -22 | -7 | 6 | -28 | 2 | -4 | 1.1 | -6 | Cc1cccc(NC(=O)CC2CCC2)c1

Assay outcomes as filed in PubChem BioAssay.
